# Ba/F3 V617F tox = loss of viability in JAK2V617F-driven Ba/F3 cells; Ba/F3 EpoR-JAK2V617F viability, ATP luminescence; inhibition, % at 5.6 µM; actives 1.1% (n = 220,000);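 active means inhibition above the campaign mean plus 3 SD over all tested compounds, cut at about 24% in these data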;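 further: cytokine-independent growth of Ba/F3 cells driven by EpoR plus mutant JAK2; 0% = DMSO-treated cells and 100% = JAK inhibitor I control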
# S1P4 antag = antagonists of human S1P4 receptor; O95977; S1P4-expressing cells, antagonist mode, reporter read-out; inhibition, % at 4.98 µM; actives 0.26% (n = 220,000); AID 1510; in the data active means inhibition above about 29%;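 further: 0% = wells stimulated with agonist and 100% = vehicle wells without agonist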
# Target sequence (O95977 whole entry, looked up): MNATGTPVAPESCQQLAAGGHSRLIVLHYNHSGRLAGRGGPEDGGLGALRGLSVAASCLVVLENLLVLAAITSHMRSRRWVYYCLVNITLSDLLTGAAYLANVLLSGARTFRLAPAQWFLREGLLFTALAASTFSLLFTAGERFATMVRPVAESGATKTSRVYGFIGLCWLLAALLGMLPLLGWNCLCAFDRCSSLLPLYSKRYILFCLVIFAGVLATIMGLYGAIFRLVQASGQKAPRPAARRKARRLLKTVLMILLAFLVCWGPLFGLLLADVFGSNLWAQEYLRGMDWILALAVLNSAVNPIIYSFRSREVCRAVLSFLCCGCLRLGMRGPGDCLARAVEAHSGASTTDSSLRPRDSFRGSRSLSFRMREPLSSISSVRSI
# BaF3 parental = counter-screen for JAK2V617F inhibitors: parental Ba/F3 viability inhibitors | AID 1486 | inhibition, % at 5.6 µM | CellTiter-Glo ATP luminescence | actives 1.1% (n = 220,000);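 active means inhibition above a per-campaign cutoff, the mean inhibition of all tested compounds plus 3 SD, cut at about 27% in these data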;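 further: 0% = DMSO wells and 100% = JAK Inhibitor I control wells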
# CHOP inhibitor = blocks CHOP induction under ER stress | CHO-K1 CHOP-promoter luciferase, tunicamycin-induced, 15-18 h | inhibition, % at 10 µM | actives 3.8% (n = 220,000) | AID 2732;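 active means compounds that reduced the stress-induced luciferase reporter signal by more than about 70% of percent inhibition, limit read from the data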;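 further: 0% = tunicamycin plus vehicle and 100% = wells without tunicamycin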
# S1P4 agonist = activates the human S1P4 receptor; O95977; S1P4-expressing cell line, agonist reporter assay; activation, % at 4.98 µM; actives 0.35% (n = 220,000); in the data active means activation above about 11%;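 further: 0% = DMSO vehicle and 100% = reference agonist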
# NPY-Y1 antag = blocks the human neuropeptide Y Y1 receptor; P25929; HEK293-CNG Y1 cells, membrane potential fluorescence; NPY at EC95, then isoproterenol; inhibition, % at 3.6 µM; actives 1% (n = 200,000); AID 1040;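 active means inhibition above the campaign mean inhibition of all tested compounds plus 3 SD, cut at about 20% in these data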;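 further: 0% = DMSO wells given NPY plus isoproterenol and 100% = isoproterenol alone without NPY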
#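 Material: HEK293 Y1/CNG channel cell line; also added: NPY (25 nM), isoproterenol (1 µM), Ro 20-1724 (25 µM); doses: one concentration, 3.6 µM, in 0.4% DMSO; schedule: compound incubation 1 h at room temperature, readout 45 min post-stimulation; technique: membrane potential fluorescence; measure: fluorescence ratio normalized to % inhibition between controls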
# NPY1 pot ag = potentiates or activates human NPY-Y1 receptor; P25929; NPY-Y1 expressing cells, potentiator/agonist activation; activation, % at 3.6 µM; actives 0.37% (n = 220,000); AID 1304; in the data active means activation above about 33%, passing the limit was not always enough;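 further: cells stimulated with NPY at EC10 then isoproterenol at EC100; 0% = low agonist plus stimulus and 100% = saturating agonist plus stimulus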
# NPY2 pot ag = human NPY-Y2 potentiation or agonism, primary screen | cells expressing NPY-Y2, potentiator/agonist read-out | activation, % at 3.6 µM | actives 0.45% (n = 220,000); in the data active means activation above about 27%;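 further: cells stimulated with NPY near EC25 plus isoproterenol at EC100; 0% = vehicle plus submaximal agonist and 100% = vehicle plus saturating agonist; some results beyond the cut were filed as inactive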
# Target sequence (P49146 whole entry, looked up): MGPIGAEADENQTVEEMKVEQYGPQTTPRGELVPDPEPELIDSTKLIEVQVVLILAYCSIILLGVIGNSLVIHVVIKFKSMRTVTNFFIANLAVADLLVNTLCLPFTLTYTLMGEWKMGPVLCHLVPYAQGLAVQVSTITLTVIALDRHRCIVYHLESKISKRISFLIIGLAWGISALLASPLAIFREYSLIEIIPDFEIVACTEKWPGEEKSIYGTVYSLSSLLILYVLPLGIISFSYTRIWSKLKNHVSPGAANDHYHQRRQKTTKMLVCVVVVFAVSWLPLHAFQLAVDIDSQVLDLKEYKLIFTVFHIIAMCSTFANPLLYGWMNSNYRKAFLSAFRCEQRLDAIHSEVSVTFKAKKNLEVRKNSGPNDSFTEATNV
# p47phox inh = inhibitors of human p47phox binding | P14598 | inhibition, % at 24.7 µM | p47phox/p22phox peptide binding, fluorescence polarization, 2 h | actives 0.53% (n = 220,000);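 active means inhibition above about 30%, limit read from the data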;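 further: 0% = p47phox with labelled peptide and 100% = labelled peptide alone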
# The depositor's hits bear a star; . = no result given; & = joins results of further samples.
# Values run as follows: BaF3 parental	p47phox inh	NPY1 pot ag	Ba/F3 V617F tox	NPY2 pot ag	S1P4 agonist	S1P4 antag	NPY-Y1 antag	CHOP inhibitor
CCN(Cc1cnn(C)c1)C(=O)c1ccc(OC2CCN(S(=O)(=O)N(C)C)CC2)cc1
    10	8	6	-1	-6	-0.4	-1	3	24
COc1ccc(S(=O)(=O)N2CCOCC2)cc1NC(=O)CSc1n[nH]c(=O)n1C1CC1
    8	-8	-13	-1	-3	0.2	-11	-2	1
COc1ccccc1NC(=O)c1ccc(NC(=O)COC(=O)C2(C)CC2(Cl)Cl)cc1 (stereo not given)
    2	-18	-18	0	-14	0.1	-39	-2	-10
Clc1ccc(OCc2cc(-c3ccccc3)no2)cc1Cl
    6	-10	-30	-3	-33	-1.3	-3	8	4
CC(C)CCn1nc(C(=O)Nc2nc3c(s2)CCCC3)c2ccccc2c1=O
    2	-22	-5	-3	-5	-1.1	-6	5	-18
NNc1ncnc2scc(-c3ccc(Cl)cc3)c12
    2	-3	-21	5	-2	0.2	-24	5	17
COc1ccc(OC)c(-c2csc(NC(=O)Cc3cccs3)n2)c1
    5	-21	6	-2	-4	-1.1	1	-2	13
CC(C)(O)C#Cc1ccc(CN2CCN(C3CCCCC3)C(CCO)C2)s1 (stereo not given)
    6	-2	-11	-2	-6	2.2	-10	3	14
COc1ccc(-c2c(=O)n(OCc3ccccn3)c3ccccc3[n+]2[O-])cc1OC
    9	-1	-4	6	-15	-1.2	-11	-5	-24
CCSc1nnc(NC(=O)c2ccccc2C)s1
    9	-12	14	2	-4	1.2	1	4	-35
O=C(CC1C(=O)N(c2ccccc2)C(=S)N1c1ccccc1)c1ccc(Br)cc1 (stereo not given)
    7	-27	12	-4	-5	1.1	11	2	38
COc1ccc(CCNC(=O)Cn2c(=O)n(-c3ccc(C)c(F)c3)c(=O)c3sccc32)cc1OC
    5	12	4	5	6	0.8	-5	-2	-5
COc1cc(NC(=S)N2CCN(C(c3ccccc3)c3ccccc3)CC2)cc(OC)c1
    4	-21	3	6	-22	-0.6	-4	0	52
Cc1ccc(CCNC(=O)C2CCCN(S(=O)(=O)c3cccc4nsnc34)C2)cc1 (stereo not given)
    0	-6	-2	3	3	1.8	10	-2	46
Cc1nc(/N=C(\N)NC(=O)c2ccccc2)nc2ccccc12
    4	-14	-26	1	-13	1.9	-14	7	3
COc1ccc(C(=O)C(CN2CCCC2)c2ccccc2)cc1 (stereo not given)
    29*	-71	-12	80*	-8	-1.6	3	3	-54
Cc1ccc(/C=N/NC(=O)CSc2nc3ccccc3n2Cc2ccccc2)o1
    2	-4	-6	-5	-5	-0.1	-8	3	37
CC(/C=N/NC(=O)CSc1ccccn1)=C\c1ccc(C(C)C)cc1
    5	-23	-5	-3	-13	1.4	-14	1	59
CN(C)C(=O)COc1ccc(Oc2ccccc2)cc1
    0	-4	-7	-1	5	1.9	-11	2	2
Cc1c(NC(=O)COC(=O)c2ccc[nH]c2=O)c(=O)n(-c2ccccc2)n1C
    5	-4	11	1	-1	0.3	-14	4	9

# Additional entries:
# Values run as follows: BaF3 parental	p47phox inh	NPY1 pot ag	Ba/F3 V617F tox	NPY2 pot ag	S1P4 agonist	S1P4 antag	NPY-Y1 antag	CHOP inhibitor
CC1(C)OC(=O)C(=NNc2ccc(Br)cc2)C(=O)O1
    1	-4	2	-2	9	6.0	-9	-2	20
COC(=O)c1ccc(C(=O)OC)c(NC(=O)CN(c2ccccc2)S(=O)(=O)N(C)C)c1
    8	-9	6	1	-3	-0.3	14	4	23
CCC(=O)N(Cc1cc(=O)[nH]c2ccccc12)C1CCCCC1
    5	-2	0	0	-1	0.7	-9	3	-11
Cc1nc2sc(C)c(C)c2c(=O)[nH]1
    1	-5	1	-2	0	-0.9	7	2	20
CCCCOc1ccc2c(c1)C(=O)c1cc(O)ccc1-2
    5	-7	38*	1	23	2.9	-3	-4	36
CC1(C)CC(=O)C(N=Nc2cccnc2)=C(O)C1
    -4	-9	-18	-4	10	0.3	7	.	-45
COc1ccccc1CCNCc1ccc(OC)c(OCc2ccccc2)c1
    6	-7	-3	2	-36	2.6	-35	3	82*
O=C(NCc1ccoc1)c1ccc(NC(=O)c2ccccc2Cl)cc1
    0	-12	14	-4	-4	-0.5	-7	4	52
COc1ccc(OC)c(NC(=S)N(CCc2c(C)[nH]c3ccccc23)Cc2cccs2)c1
    7	-32	10	-1	17	1.1	2	2	22
CCCn1c(=O)c2ccccc2n2c(SCCOc3ccc(OC)cc3)nnc12
    4	-1	-23	-1	-14	-0.2	2	6	-3
CC(=O)c1c[nH]c2ccc(C)cc2c1=O
    1	-10	-3	1	2	0.5	-16	4	19
O=c1c2ccccc2nc(SCc2ccccc2Cl)n1Cc1ccccc1
    4	-2	5	-6	-9	2.0	10	-4	0
CCOC1(OCC)N=C(N)C2(C#N)C(c3ccc(NC(C)=O)cc3)C12C#N (stereo not given)
    0	0	-11	5	5	0.6	-3	0	-39
CCC(=O)N=C1SC2CS(=O)(=O)CC2N1c1cccc(OC)c1 (stereo not given)
    7	13	0	1	2	-0.6	-9	-6	10
CCOC(=O)c1ccc(CNC(=O)c2cc(C(C)(C)C)oc2C)o1
    4	1	1	-2	-4	1.4	1	1	3
CCCc1ccc(OCc2ccc(C(=O)N/N=C/c3cccc([N+](=O)[O-])c3)o2)c(OC)c1
    -1	4	12	-2	-6	0.0	-35	-3	86*
CCOC(=O)CSc1nnc([C@H](CC(C)C)NC(=O)OC(C)(C)C)o1
    1	-5	5	0	5	-0.1	-18	6	12
CSc1cccc(NC(=O)CSc2ccc(Cl)cc2)c1
    -1	-16	-60	-3	-28	-0.5	-4	2	58
Cc1ccc(-c2nnc(OCCN3CCOCC3)c3ccccc23)cc1
    -1	3	0	-3	22	1.8	5	-4	18
CCCCN(C)CCn1c(=S)[nH]c2ncccc2c1=O
    2	-8	7	-4	-1	-6.3	-13	12	54

# Additional records
# Values run as follows: BaF3 parental	p47phox inh	NPY1 pot ag	Ba/F3 V617F tox	NPY2 pot ag	S1P4 agonist	S1P4 antag	NPY-Y1 antag	CHOP inhibitor
Cc1ccc(NC(=O)c2ocnc2C)cc1Cl
    3	-3	10	3	-1	2.2	-20	2	-7
Cc1ccc(NC(=O)CC2Oc3ccccc3NC2=O)c(C)c1 (stereo not given)
    2	6	7	-5	7	-2.3	-5	2	-1
CC(C)NC(=O)N(Cc1ccccc1)Cc1cccs1
    0	0	9	-1	-5	1.3	7	.	5
O=C(Cc1ccc(-c2ccccc2)cc1)NC(c1ccccc1)c1ccccc1
    8	-21	-28	3	-3	0.4	-5	0	51
O=C(O)Cc1ccc(S(=O)(=O)Nc2ccccc2C(=O)O)cc1
    9	-3	-5	4	-20	0.1	6	-3	-28
Cc1ccc(OCCCC(=O)Nc2ccc3c(c2)OCO3)cc1
    0	-1	-15	-4	-13	-3.2	1	7	-14
Cc1cc(C=O)c2c(c1)C=CC1(Oc3ccccc3C(=O)N1C)O2 (stereo not given)
    0	2	-11	-5	-2	2.2	-12	-6	17
COc1ccccc1NS(=O)(=O)c1cc(NC(=O)c2ccco2)ccc1N1CCOCC1
    16	-8	-6	7	-10	-0.4	-6	-1	-7
N#Cc1c(NC(=O)c2cc([N+](=O)[O-])ccc2N2CCOCC2)sc2c1CCCC2
    2	-15	4	0	7	0.5	-8	0	8
CC1(C)Oc2ccc(C(=O)NC3CCCC3)cc2N(CC(=O)N2CCOCC2)C1=O
    -1	3	-1	-2	6	1.4	-15	-4	-18
Cc1cccc(-c2noc(CCCC(=O)N3CCOCC3)n2)c1
    4	-4	-14	0	-8	1.3	16	1	5
CCOC(=O)c1cc2n(c1/N=C/N(C)C)-c1ccccc1C2=O
    3	10	12	-5	0	0.4	1	0	-8
CC(=O)C1=C(C)NC(SCC(=O)c2cc(Cl)ccc2Cl)=C(C#N)C1c1ccco1 (stereo not given)
    5	.	-9	-1	5	5.6	1	-2	.
O=C(CSc1nc2ccccc2o1)Nc1nc(-c2ccccc2)c(-c2ccccc2)s1
    7	-27	-6	1	1	1.2	-31	11	36
CCCCC1OC23CCCCC2C(C#N)(C#N)C1(C#N)C(=N)O3 (stereo not given)
    9	-16	-2	-1	-1	3.2	-8	2	-77
COc1cc(C2CC(=O)Nc3n[nH]c(-c4ccccc4)c32)cc(OC)c1OC (stereo not given)
    -4	-14	9	2	5	-0.5	-10	.	-23
CCOC(=O)/C(=N/Nc1ccccc1)Sc1nnc(CCc2ccccc2)n1-c1ccccc1
    2	-8	-1	-2	16	-0.1	-22	0	5
CC(C(=O)Nc1ncc2c(n1)CC(C)(C)CC2=O)N1C(=O)c2ccccc2C1=O (stereo not given)
    4	-6	3	-1	-26	1.5	-17	1	-1
CCOc1ccccc1NC(=O)COC(=O)c1cccc(-c2ccc(OC(C)=O)cc2)c1
    7	7	-4	4	-4	0.6	-12	9	26
CCCn1c(=O)c2[nH]c(C3CCCC3)nc2n(CCC)c1=O
    13	-3	-23	7	3	-0.2	-7	-2	11&-15

# Next part.
# Values run as follows: BaF3 parental	p47phox inh	NPY1 pot ag	Ba/F3 V617F tox	NPY2 pot ag	S1P4 agonist	S1P4 antag	NPY-Y1 antag	CHOP inhibitor
Cc1ccc(N2C(=O)/C(=C/c3cccnc3)SC2=S)cc1
    4	-1	-3	-2	12	-3.1	-6	-1	76*
O=C(NNC(=S)Nc1cccc(C(F)(F)F)c1)c1ccccc1Cl
    4	-5	-18	-1	-7	-0.8	-6	-1	15
Cc1ccc(C(=O)Nc2ccccc2C(=O)NCc2ccccc2)cc1
    5	-4	0	2	-10	2.5	-5	2	80*
COc1ccc(C(=O)Nc2oc(-c3ccccc3)c(-c3ccccc3)c2C#N)cc1
    -1	-22	-14	-1	-10	0.6	-39	13	32
CCN(CC)CCCN(Cc1cc2cc(OC)c(OC)cc2[nH]c1=O)C(=O)Nc1ccccc1
    4	2	4	2	-2	-1.3	-3	6	-7
Fc1ccc(-c2nnc3n2CCCCC3)cc1
    1	2	24	-1	9	0.4	-10	14	8
Cc1ccccc1NC(=O)c1ccc(-c2ccc(Cl)cc2Cl)o1
    -1	-26	-23	-2	-23	0.6	-8	6	60
CC(C)(C)NC(=O)c1ccc2c(c1)C1C3CCC(C3)C1C(c1ccccc1)N2 (stereo not given)
    8	1	-30	-1	-10	-0.9	-12	5	60
O=C(COC(=O)[C@@H]1CC(O)CN1S(=O)(=O)c1ccccc1[N+](=O)[O-])c1ccccc1 (stereo not given in full)
    9	-12	10	-1	8	2.4	6	-3	17
NS(=O)(=O)c1ccc(NC(=O)c2ccc(CNS(=O)(=O)c3cc(C(F)(F)F)ccc3Cl)cc2)cc1
    1	.	13	-3	1	0.2	-15	2	7
N#C/C(=C\c1coc2ccc(O)cc2c1=O)C(=O)Nc1nc2ccccc2s1
    3	-87	39	1	23	0.5	-5	.	-16
COc1cc(C(=O)Nc2cccc(-c3nc4cc(C)ccc4o3)c2C)cc(OC)c1OC
    -4	-14	6	-5	12	3.7	-15	-5	108*
Cc1cccc(NC(=O)Nc2ccc([N+](=O)[O-])cc2)n1
    2	-2	0	-2	6	1.7	-5	3	-10
CC(C)Cc1nnc(NC(=O)CC(=O)Nc2ccccc2C(=O)O)s1
    3	-7	-37	2	10	3.3	-4	6	-3

# Quoted from the listing:
# Cc1ccccc1NC(=O)c1ccc(-c2ccc(Cl)cc2Cl)o1 – CHOP inhibitor = 60
# Fc1ccc(-c2nnc3n2CCCCC3)cc1 – Ba/F3 V617F tox = -1
